# VLA-4 allo ag – allosterically activates the human VLA-4 integrin. AID 528. P13612. 24,000 tested, under 10 active. Jurkat cells, LDV-FITC binding, flow cytometry. activation, % at 10 µM (by protocol);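 active = fluorescent ligand binding to cells raised by more than 40% of the manganese-induced maximum; inconclusive = compound's own fluorescence above 85% of the ligand control signal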;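 note: 0% = ligand binding without compound and 100% = manganese-stimulated maximal binding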
# Target sequence (P13612 whole entry, looked up): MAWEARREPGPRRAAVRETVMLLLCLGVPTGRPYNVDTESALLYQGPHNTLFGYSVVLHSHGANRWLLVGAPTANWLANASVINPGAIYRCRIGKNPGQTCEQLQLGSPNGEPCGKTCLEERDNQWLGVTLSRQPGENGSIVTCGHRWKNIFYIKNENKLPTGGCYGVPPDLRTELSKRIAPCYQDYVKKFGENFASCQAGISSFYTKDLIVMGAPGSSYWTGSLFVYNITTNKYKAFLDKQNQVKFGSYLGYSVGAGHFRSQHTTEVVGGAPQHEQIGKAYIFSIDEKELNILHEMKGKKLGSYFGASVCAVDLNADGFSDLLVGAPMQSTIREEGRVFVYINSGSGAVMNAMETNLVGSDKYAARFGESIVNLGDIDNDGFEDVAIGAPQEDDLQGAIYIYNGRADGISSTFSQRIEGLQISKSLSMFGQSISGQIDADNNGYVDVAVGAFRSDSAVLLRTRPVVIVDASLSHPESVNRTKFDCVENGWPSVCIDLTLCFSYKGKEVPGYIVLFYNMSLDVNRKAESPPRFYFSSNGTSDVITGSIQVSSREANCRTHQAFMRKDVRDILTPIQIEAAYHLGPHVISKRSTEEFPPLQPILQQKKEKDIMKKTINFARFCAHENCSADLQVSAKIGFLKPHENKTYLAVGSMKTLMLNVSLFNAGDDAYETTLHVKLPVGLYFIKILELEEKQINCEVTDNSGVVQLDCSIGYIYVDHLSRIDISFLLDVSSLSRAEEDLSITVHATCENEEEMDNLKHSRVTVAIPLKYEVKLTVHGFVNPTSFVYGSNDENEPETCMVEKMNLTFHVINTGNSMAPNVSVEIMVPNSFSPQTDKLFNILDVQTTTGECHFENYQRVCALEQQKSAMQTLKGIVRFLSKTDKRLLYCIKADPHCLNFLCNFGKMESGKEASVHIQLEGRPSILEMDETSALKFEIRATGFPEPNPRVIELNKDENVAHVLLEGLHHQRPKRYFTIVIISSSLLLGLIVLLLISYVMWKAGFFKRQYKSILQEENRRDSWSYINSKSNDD
# VLA-4 antagonist – inhibitors of LDV-FITC ligand binding to Mn2+-activated human VLA-4 integrin; P13612; Jurkat cells, LDV-FITC binding with Mn2+, flow cytometry; 100% = Mn2+-driven binding gain fully reversed; inhibition, % at 10 µM (by protocol); actives 0.2% (n = 24,000);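 active = inhibition above 50%; inconclusive = compound itself fluorescent, judged against control cell fluorescence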;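 note: 0% = Mn2+ stimulated cells lacking compound and 100% = ligand binding without Mn2+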
# Autofluor Jurkat – autofluorescence counter-screen for VLA-4 integrin assays; Jurkat cells, compound autofluorescence, flow cytometry; stronger effect = higher value; 1 = vehicle-only cell background; fluorescence ratio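 (tested at 10 µM compound in the well)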; actives 0.61% (n = 24,000);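 active = fluorescence ratio above 2.44, which is 1 plus 3 SD of all ratios; inconclusive = signal too bright to measure linearly, ratio around 10 or more; inactive = fluorescence ratio below 2.44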;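 note: green fluorescence of cells measured with 488 nm excitation and 530 nm emission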
# Prostate diff – activators of LNCaP prostate cell differentiation; flow cytometry side scatter, 4 d; side scatter shift, % at 10 µM; actives 0.56% (n = 24,000); AID 795;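 active = side scatter shift above 30%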;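 note: androgen-responsive LNCaP prostate cancer cells in charcoal-stripped serum medium; percent of cells past a gate set so DMSO wells show 10% shift; higher shift means more granular cells and more differentiation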
# The depositor's hits bear a star; ? = inconclusive; . = no result given.
SMILES,VLA-4 allo ag,VLA-4 antagonist,Autofluor Jurkat,Prostate diff
CC(=O)N1CCN(c2ccc(NCc3ccc(C)s3)cc2)CC1,5,-34,1,3
CC(C)=CC(=O)N1CCCc2ccccc21,-6,0,0.96,7
Cc1nnc(C)c2c(C)n(Cc3ccc4c(c3)OCO4)c(C)c12,4,5,1.1,7
CC1CN(c2nc3ccccc3nc2C(C#N)C(=O)OC2CCCCC2)CC(C)O1 (stereo not drawn),2,-9,1.2,3
COc1ccc(NC(=O)CN2CCN(S(=O)(=O)c3ccc(Cl)cc3)CC2)cc1Cl,-3,-2,1.2,7
CC(=O)c1c(C)nc(-c2ccc3c(c2)OCO3)n1O,-2,-5,1.2,12
O=C1CCCC2=C1C(c1cccc(Br)c1)n1nc(-c3ccco3)nc1N2 (stereo not drawn),-22,-3,1,6
CCCNS(=O)(=O)c1ccc(OCC(=O)Nc2ccccc2F)cc1,0,-6,1.1,6
CCCCNS(=O)(=O)c1ccc(OC)c2ncccc12,7,-23,1,4
Cc1cccc2sc(NC(=O)Cn3cccc3)nc12,2,-1,1,4
CCOc1ccc(OCC)c(NC(=O)C2CCN(S(=O)(=O)c3cnc[nH]3)CC2)c1,-2,-1,1.1,6
CC(=O)Nc1cccc(NC(=O)CSc2nnc(Cc3cccn3C)n2-c2ccc(C)cc2)c1,-5,-32,1.1,3
Nn1c(-c2ccccn2)nnc1-c1ccccn1,-2,-6,1,10
CC(C)(C)OC(=O)N1CCC(C(=O)N[C@H](Cc2ccccc2)C(=O)O)CC1,-1,2,1,12
CC1CCCCN1CCNc1nc(=S)[nH]c2ccccc12 (stereo not drawn),4,-1,0.97,4
CC1CCC(C(=O)NC(C(=O)N2CCC(N3CCCCC3)CC2)C(C)C)CC1 (stereo not drawn),-3,-13,0.97,5
COc1ccccc1CNS(=O)(=O)c1ccc2[nH]cc(C(=O)O)c(=O)c2c1,8,-40,1,0
COc1ccc(C)cc1S(=O)(=O)N(CC(=O)O)c1ccccc1,8,-18,0.94,7
CC(=O)Nc1ccc(NC(=O)Oc2ccccc2)cc1,3,-4,0.97,15
Cc1cc(C)nc(N2CCCC(C(=O)Nc3nc4ccc(S(C)(=O)=O)cc4s3)C2)n1 (stereo not drawn),-8,-4,1.1,8
CC(C)C(=O)NC(C)C(c1cccs1)N1CCN(c2ccccc2)CC1 (stereo not drawn),-8,15,1.1,4
Cc1nnc2n(C3CCCCC3)c(=O)c3c4c(sc3n12)CCC4,11,3,0.94,4
O=[n+]1c2c(n([O-])c3cc(F)c(N4CCCC4)cc31)CCC2,?,?,2.1,7
Oc1c(CN2CCc3ccccc3C2)cc(Cl)c2cccnc12,?,?,1.5,21
CCOc1ccc(-n2c(Cc3cc(=O)[nH]c(=O)[nH]3)nnc2SCC(=O)NC2CCCC2)cc1,4,-9,1,0
O=C(Cc1ccccc1)n1nc(-c2ccccc2)nc1NCc1ccco1,-9,-6,0.78,11
CCOc1ccc(C(=O)N2CCN=C2SC)cc1OCC,?,?,1,6
COc1cccc(C2c3c(oc4ccccc4c3=O)C(=O)N2CCCN2CCOCC2)c1 (stereo not drawn),-5,-41,0.99,8
O=C(c1cc(-c2ccco2)on1)N1CCN(C(c2ccccc2)c2ccccc2)CC1,-7,17,1,10
N#Cc1ccc(N2CCN(C(=O)c3cccc(F)c3)CC2)c(F)c1,10,11,0.95,7
CCn1c(C(=O)NCCCN2CCc3ccccc3C2)cc2sccc21,-8,22,0.99,27
COc1cccc(-n2ccnc2SCC(=O)Nc2cc(OC)ccc2OC)c1,?,?,1.2,11
Cc1ccc2cc(CCNC(=O)c3ccc(Br)o3)c(=O)[nH]c2c1,-9,-15,1,16
O=C(O)C1CC(=O)N(c2ccc(Br)cc2)C1 (stereo not drawn),6,-20,1.1,7
COc1ccc(C2C(=O)N(C3CCCCC3)CC(=O)N2CCc2ccccc2)cc1OC (stereo not drawn),6,-13,1,7
Cc1ccn2cc(CCNC(=O)CC(C)(C)C)nc2c1,1,?,0.99,8
Cc1cc(NC(=O)CSc2ccc3nnc(-c4ccc(Cl)cc4)n3n2)no1,-12,-7,1.1,5
COc1ccc(N2CCN(C(=O)CCCn3c(=S)[nH]c4cc5c(cc4c3=O)OCO5)CC2)cc1,-5,18,1.2,9
O=S(=O)(Nc1ccc2c(c1)OCO2)c1ccc(Br)s1,0,-12,1.1,4
C#CCN(C)Cc1ccccc1,-2,-12,0.99,2
CCOc1ccc(C(C)=O)cc1N1C(=O)C2C3C=CC(C3)C2C1=O (stereo not drawn),-2,35,1,2
CCOc1cc(C2C(C#N)=C(N)Oc3n[nH]c(-c4ccccc4)c32)ccc1O (stereo not drawn),-12,-16,1.2,10
CCOC(=O)c1ccc(NC(=O)CCc2nc(-c3ccc(C)cc3)no2)cc1,-17,5,1.1,18
COc1ccc(-c2nc(CSCC(=O)N3CCN(C4CCCCC4)CC3)c(C)o2)cc1OC,2,-9,1.1,16
O=C(Nc1ccc2c(c1)OCCO2)C1CCCN1S(=O)(=O)c1cccc2cccnc12 (stereo not drawn),0,-2,1.1,1

# Shown with each value named: entries from further up.
CCOc1ccc(C(C)=O)cc1N1C(=O)C2C3C=CC(C3)C2C1=O (stereo not drawn)
  VLA-4 allo ag: -2
  VLA-4 antagonist: 35
  Autofluor Jurkat: 1
  Prostate diff: 2

CCOc1cc(C2C(C#N)=C(N)Oc3n[nH]c(-c4ccccc4)c32)ccc1O (stereo not drawn)
  VLA-4 allo ag: -12
  VLA-4 antagonist: -16
  Autofluor Jurkat: 1.2
  Prostate diff: 10

CCOC(=O)c1ccc(NC(=O)CCc2nc(-c3ccc(C)cc3)no2)cc1
  VLA-4 allo ag: -17
  VLA-4 antagonist: 5
  Autofluor Jurkat: 1.1
  Prostate diff: 18

COc1ccc(-c2nc(CSCC(=O)N3CCN(C4CCCCC4)CC3)c(C)o2)cc1OC
  VLA-4 allo ag: 2
  VLA-4 antagonist: -9
  Autofluor Jurkat: 1.1
  Prostate diff: 16

# More entries follow:
SMILES,VLA-4 allo ag,VLA-4 antagonist,Autofluor Jurkat,Prostate diff
O=C(Nc1sc2c(c1C(=O)NCc1ccco1)CCCC2)c1ccc2c(c1)OCO2,4,-6,1.1,6
Cc1cc(N)c(NC2=CC(=O)CC(C)(C)C2)cc1C,4,-8,1.1,11
COc1cccc(OCc2nc3c4cnn(-c5ccccc5)c4ncn3n2)c1,2,-20,1,15
COc1ccc(OC)c2[nH]c(=O)c(CCNS(=O)(=O)c3ccccc3)cc12,?,?,1.1,10
COc1ccc2c(c1)CCc1c(C(=O)NCCN3CCOCC3)noc1-2,?,?,1.1,3
C=CCOc1ccc(C2N3CC4(C)CN2CC(CCC)(C3)C4=O)cc1 (stereo not drawn),-1,-7,0.99,0
CC(C)OC(=O)CSc1nnc(-c2ccc(O)cc2)n1Cc1ccccc1,-15,-7,1.2,2
Cc1ccccc1-c1nc(CS(=O)(=O)CC(=O)NCCN2CCOCC2)c(C)o1,-1,-4,1.1,4
COc1ccc(N2CCN(Cc3cc(=O)oc4cc(C)c(Cl)c(C)c34)CC2)cc1,4,-16,1.1,4
CCOC(=O)C1CCN(C(=O)CC(NS(=O)(=O)c2ccc(OC)cc2)C(C)C)CC1 (stereo not drawn),3,1,0.99,10
CSc1ccccc1NC(=O)c1cc(-c2cccs2)on1,3,4,1,2
Cc1noc(C)c1S(=O)(=O)N1CCC(C(=O)NCCN2CCC(C)CC2)CC1,-4,-2,1.1,.
CC1CC(C(O)c2ccccn2)C(=O)C(C(O)c2ccccn2)C1 (stereo not drawn),1,16,1,2
COCc1cc(C)c2c(N)c(C#N)sc2n1,4,-8,1.1,6
COc1ccc(N(C(=O)c2ccco2)C(C(=O)NC2CCCC2)c2ccc(N(C)C)cc2)cc1OC (stereo not drawn),4,-24,0.94,4
COc1ccc(C(=O)N2CCCCC2)cc1S(=O)(=O)Nc1ccccc1,14,-12,0.82,5
COc1cc(S(=O)(=O)n2nnc3ccccc32)c(OC)cc1Cl,-5,14,1.1,5
Cc1ccc(/C=c2\sc3nc(-c4ccco4)nn3c2=O)o1,?,?,1.4,5
CC(c1ccccc1)N1CC(C(=O)NC2CCCC2)CC1=O (stereo not drawn),-5,-11,1.1,0
COc1ccc(N(CC(=O)NC2CCCC2)C(=O)Cn2nnc(-c3ccc(C)cc3)n2)cc1,-1,3,1,9
Cn1c2ccccc2c2c(C(=O)O)cn(C3CCCC3)c(=O)c21,-21,51*,1.1,16
CSc1nc(C)cc(Oc2ccc(=O)n(C)n2)n1,4,-13,0.98,7
COc1ccc(OCc2nnc3n2N=C(c2ccc(OC)cc2)CS3)cc1,?,?,0.85,4
CCOC(=O)C1CCN(c2c(NC3CCCCCCC3)c(=O)c2=O)CC1,-3,4,1.1,10
Cc1ccc(NC(=O)Cn2cccc2)c(Br)c1,-2,-19,1,5
Cn1c(=O)oc2cc(S(=O)(=O)NCCC(=O)NC3CCCC3)ccc21,?,?,1.4,3
CC(=O)c1ccc(OCC(O)CN2CCN(CCO)CC2)cc1 (stereo not drawn),1,-15,1,2
CCOC(=O)N1CCN(C(=O)c2sc3nc(-c4ccc(F)cc4)cn3c2C)CC1,-8,18,1.2,10
C=CCc1cc(C(=O)N2CCCCC2)ccc1O,2,-22,1.1,15
COc1cc(-c2nnc(SCC(=O)c3ccc(C)cc3)o2)cc(OC)c1OC,-9,-7,1.1,6
CCOCCCNC(=O)c1[nH]c(C)c(C(C)=O)c1C,-1,4,1,11
O=c1c2ccccc2n(Cc2ccc(Cl)cc2)c(=O)n1Cc1ccco1,-12,14,1.1,4
O=C(O)CSC(NC(=O)c1cccnc1)(C(F)(F)F)C(F)(F)F,0,-9,1,9
Cc1cc(NC(=O)C2CC(=O)OC2c2ccccc2)no1 (stereo not drawn),-2,1,0.98,5
COc1ccc(-c2nc(C#N)c(N3CCN(c4ccccc4)CC3)o2)cc1,-1,14,1,6
O=C(Cc1c(C(=O)O)[nH]c2ccccc12)NCCN1CCN(c2ccccc2F)CC1,0,8,1,4
CC(c1cccnc1)N(C(=O)Nc1ccccc1)C1CCCCC1 (stereo not drawn),3,21,0.95,2
COc1ccc(-c2cc(C(F)(F)F)nc(N3CCN(c4ccccc4)CC3)n2)cc1OC,5,-7,0.98,7
O=C(Cn1cnc2c(nnn2-c2ccc(F)cc2)c1=O)NCc1ccco1,3,8,0.99,7
CCC(=O)c1ccc(N2CCN(C(=O)c3ccc(Br)cc3)CC2)c(F)c1,12,0,0.86,4
COc1ccc(OCC(=O)Nc2ccc(N3CCOCC3)c(Cl)c2)cc1,6,2,1.1,7
C=CCn1c(N)c(C(=O)OC(C)(C)C)c2nc3ccccc3nc21,-2,-4,1.4,6
N#CCSc1nc2ccccc2c(=O)n1CCC(=O)NCCc1ccccc1,1,-12,1.1,3
C=CCc1ccccc1OCCCCN1CCCC1,2,-16,1,4
Cn1c(Cn2c(=O)sc3ccccc32)nnc1SCC(=O)NCc1ccc(F)cc1,?,?,0.75,6

# VLA-4 antagonist, hit marks shown above
SMILES | VLA-4 allo ag | VLA-4 antagonist | Prostate diff
Cn1c2ccccc2c2c(C(=O)O)cn(C3CCCC3)c(=O)c21 | -21 | 51* | 16

# (cont.)
SMILES,VLA-4 allo ag,VLA-4 antagonist,Autofluor Jurkat,Prostate diff
CCOc1ccc(N(CC(=O)NC2CCCC2)S(=O)(=O)c2c(C)noc2C)cc1,-6,11,1.1,6
O=C(C1CCN(S(=O)(=O)c2cccc3cccnc23)CC1)N1CCN(Cc2ccccc2)CC1,1,-1,1.1,7
O=C(c1ccco1)N1CCN=C1SCc1ccc(F)cc1,-5,13,0.94,3
COc1ccc(OC)c(C2CC(=O)C3=C(C2)NC(=O)CC3c2ccc(O)c(OC)c2)c1 (stereo not drawn),12,-20,0.82,5
Cn1c(=O)c2c(nc(Oc3ccc4c(c3)OCO4)n2Cc2ccc(F)cc2)n(C)c1=O,0,4,1.1,1
COc1ccccc1S(=O)(=O)Cc1ccc(C(=O)N2CCCC2)o1,-4,2,1.1,2
CCOCCCNC(=O)C(c1ccc(Cl)cc1)N1CCN(c2ccccc2)CC1 (stereo not drawn),1,3,0.99,15
Cc1cc(C)n(CCc2nc3c4ccccc4nc(SCc4ccc(C#N)cc4)n3n2)n1,?,?,1.1,2
CCOc1ccc(NC(=O)c2nccnc2CO)cc1,1,14,1.1,10
O=C1c2ccccc2C(Nc2ccc(Cl)cn2)N1c1cccnc1 (stereo not drawn),-3,22,1,7
CC(C)C(NC(=O)C1CCCCC1)C(=O)N1CCN(c2ccc(F)cc2)CC1 (stereo not drawn),-2,-8,1,1
O=C(O)c1ccccc1C(=O)N1CC=C(c2ccccc2)CC1,1,-11,1.1,16
O=C(CCN1CCN(c2ccccc2F)CC1)c1ccc(Br)cc1,-3,-5,1.1,4
COC(=O)c1ccc2c(c1)N(Cc1nc(-c3ccc(Cl)cc3)oc1C)C(=O)C1CCCN21 (stereo not drawn),6,15,1.1,17
COC(=O)Nc1sc2c(c1C(N)=O)CCCCCC2,-2,-14,1,.
O=C(NCC1COc2ccccc2O1)C1CCCN(S(=O)(=O)c2cccc3cccnc23)C1 (stereo not drawn),-9,19,1,4
Cn1c(C(=O)N2CCCc3ccccc32)cc2c(=O)n3ccccc3nc21,2,-6,1.1,14

# The list is partial; the hit share may differ from the screen's.
